FBPA Giardia inh – qHTS Assay for Inhibitors of Fructose-1,6-bisphosphate Aldolase from Giardia Lamblia; Potency, µM (top dose mostly 59.6 µM), for inactives: at the highest dose activity, negative = inhibition, most hits filed as inhibitors; A8B2U2; purified Giardia FBPA; AID 2451, 2010; 290,000 tested, 0.71% active; active means well fitted inhibition curve with a large enough effect; inconclusive means small, poorly fitted or top-dose-only effect, or effect the other way; further: nearly all actives have a fitted effect of over 55% in size
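40 nM FBPA preincubated 10 min at RT with compound (up to 57.5 uM final), then substrate plus GAPDH/TPI/NAD/arsenate coupling and diaphorase/resazurin added. Fluorescence read after 20 min at RT, 525/598 nm.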
Numbers without * were called inactive; & = joins results of further samples; [ ] = another dose, or the depositor's remark. On the % scale 0 is the no-effect control and ±100 the full control effect; potency means the concentration at half of the fitted maximal effect. This is a subset; rates above refer to the full screens.

Screening Cc1c(S(=O)(=O)O)oc2c1C(=O)C(=O)c1c-2ccc2c1CCCC2(C)C returned FBPA Giardia inh -26%.
`O=C1CCCC=C1[C@H](CCc1ccccc1)OC(=O)c1ccc(Br)cc1` gave FBPA Giardia inh 0%[12.9 µM].
`CC(C)=CCC/C(C)=C/CO/N=C1/C[C@@H](O)[C@@H](O)[C@@H]2[C@@H]3C(=O)N(c4cccc(Oc5ccccc5)c4)C(=O)[C@H]3CC[C@@H]12` gave FBPA Giardia inh -3%[12.9 µM].
Cn1c(=O)c(CCc2ccccc2)nc2cnc(OCc3ccccc3)nc21 was read as FBPA Giardia inh 4%.
CCCCC#CC1C=CC(Oc2cc(OC)c(OC)c(OC)c2)C(CO)O1 (centres undefined) was read as FBPA Giardia inh 3%[12.9 µM].
Screening COc1ccc(-n2c(=O)c(-c3cccc(Cl)c3)nc3cncnc32)cc1 returned FBPA Giardia inh 4%.
Screening Cn1c(=O)c(-c2ccc(Cl)cc2)nc2cnc(N3CCNCC3)nc21 returned FBPA Giardia inh -3%.
`Fc1ccc(Nc2ncncc2-c2ccoc2)cc1` gave FBPA Giardia inh -10%.
For CN1C2CCC1CC(OC(=O)C(O)c1ccccc1)C2 (centres undefined) the results were FBPA Giardia inh -4%&-5%.
Screening CCOc1ccc(C(=O)c2ccc(OC)c(O)c2O)cc1 returned FBPA Giardia inh inconclusive.
`OCC1O[C@H](OC2C(CO)O[C@@](O)(CO)C2O)C(O)C(O)C1O` (some centres undefined) gave FBPA Giardia inh 3%.
Screening CC(C)C[C@@H](CC(=O)N[C@@H](CCC(=O)O)CC(=O)O)NC(=O)[C@@H]1CCCC[C@H]1NC(=O)C[C@@H](NC(=O)C[C@H](Cc1c[nH]c2ccccc12)NC(=O)[C@@H]1CCCC[C@H]1N)C(C)C returned FBPA Giardia inh inconclusive.
For CCCCNc1nc(C)nc2c1nc(-c1ccccc1)n2CCCN1CCCCC1C (centres undefined) the results were FBPA Giardia inh 4%.
Screening CCN1C(=O)[C@H]2[C@H]3[C@H](O)[C@H](O)C/C(=N/OC[C@@H](O)COCc4ccco4)[C@@H]3CC[C@@H]2C1=O returned FBPA Giardia inh 0%&-2%[12.9 µM].
`CNC(=O)C1(C)C=CC2(CCCCC2)N1C(C)=O` (centres undefined) gave FBPA Giardia inh 1%.
N#Cc1ccc(CN2CCCC3(CCN(C(=O)c4cccc(F)c4)CC3)C2)cc1 was read as FBPA Giardia inh -1%.
CN(C)c1ccc(C(=C2C=CC(=[N+](C)C)C=C2)c2ccccc2)cc1 was read as FBPA Giardia inh 7%.
`NCCC(=O)N[C@@H](Cc1cnc[nH]1)C(=O)O` gave FBPA Giardia inh 2%.
COc1ccc([C@H]2c3cc(OC)c(OC)cc3C[C@@H](C)[C@@H]2C)cc1OC was read as FBPA Giardia inh 1%.
CO[C@H]1OC[C@@]2(C)[C@@H]3C4=C(CN2C(=O)OC(C)(C)C)[C@H](C)[C@H](CO)[C@H](CO)[C@H]4CC[C@H]13 was read as FBPA Giardia inh -9%.
`COc1ncc2nc(-c3cc(F)cc(F)c3)c(=O)n(CCC#N)c2n1` gave FBPA Giardia inh 3%.
COCC(=O)N1CCC2(CCCN(c3ccncc3)C2)CC1 was read as FBPA Giardia inh 3%.
`CCN(CC)CCC(c1ccc(N(C)C)cc1)c1c(OC)cc(OC)c2c1OC(=O)CC2c1ccc(OC)cc1` (centres undefined) gave FBPA Giardia inh 0%.
`Clc1ccccc1-c1cncnc1NCCN1CCOCC1` gave FBPA Giardia inh -2%.
For O=c1cnc2cnc(N3CCNCC3)nc2n1Cc1ccc(F)cc1 the results were FBPA Giardia inh 6%.
For CCCCC/C=C\C/C=C\C/C=C\CCCCC(=O)NCCc1ccc(O)c(O)c1 the results were FBPA Giardia inh -3%.
CCOC(=O)CCN1C(=O)[C@H]2[C@H]3[C@H](O)[C@H](O)C/C(=N/OC[C@@H](O)COCc4ccco4)[C@H]3CC[C@@H]2C1=O was read as FBPA Giardia inh 4%[12.9 µM].
Screening COc1ccc2c(c1)O[C@@H](c1cccc(C(F)(F)F)c1)[C@H](OC(=O)NCCOc1ccccc1)C2=O returned FBPA Giardia inh 0%.
For NC(=NCc1ccc(Cl)c(Cl)c1)NC(=O)c1nc(Cl)c(N)nc1N the results were FBPA Giardia inh -6%.
For CC(=O)OC[C@H]1O[C@@H](O/N=C\[C@@H](C)[C@H](OCc2ccccc2)C(C)C)[C@H](OC(C)=O)[C@@H](OC(C)=O)[C@H]1OC(C)=O the results were FBPA Giardia inh -2%[12.9 µM].
Screening COc1cccc(Nc2ncc3nc(-c4ccccc4)c(=O)n(C[C@H]4CCCO4)c3n2)c1 returned FBPA Giardia inh -5%.
COc1ccc(Oc2ncc3nc(C)c(=O)n(CCc4ccccc4)c3n2)cc1 was read as FBPA Giardia inh 1%.
For C/C=C/C1=Cc2ccccc2C(C(C(=O)OC)C(=O)OC)N1C(=O)OC (centres undefined) the results were FBPA Giardia inh -1%.
Screening COc1cc2c(c(OC)c1OC)-c1ccc(OC)c(=O)cc1[C@H](NC(C)=O)CC2 returned FBPA Giardia inh 2%.
For COc1ccccc1CNc1ncnc2ccc(-c3ccoc3)cc12 the results were FBPA Giardia inh 4%.
`COc1ccc2[nH]cc(CCNc3nc(-c4ccc(C(=O)N(C)C)cc4)nc4ccccc34)c2c1` gave FBPA Giardia inh -27%.
`CC(C)=CCC/C(C)=C/CO/N=C1/C[C@@H](O)[C@@H](O)[C@@H]2[C@@H]3C(=O)N(Cc4ccccc4)C(=O)[C@H]3CC[C@@H]12` gave FBPA Giardia inh 1%[12.9 µM].
For C[C@H](O)Cn1cnc2c1c(=O)n(C)c(=O)n2C the results were FBPA Giardia inh -3%[21.7 µM].
`Cn1cc(-c2nc3cncnc3n(CCN)c2=O)c2ccccc21` gave FBPA Giardia inh -14%.
Screening C/C=C/c1ccc(OC(C)[C@@H](O)c2ccc(O)c(OC)c2)c(OC)c1 (some centres undefined) returned FBPA Giardia inh -7%.

Next section (2 carried over from the part before).
`Cn1cc(-c2nc3cncnc3n(CCN)c2=O)c2ccccc21` gave FBPA Giardia inh -14%.
Screening C/C=C/c1ccc(OC(C)[C@@H](O)c2ccc(O)c(OC)c2)c(OC)c1 (some centres undefined) returned FBPA Giardia inh -7%.
Screening Clc1ccccc1-c1nc(Nc2ccncc2)c2ccccc2n1 returned FBPA Giardia inh -1%.
`C[C@]12C[C@H](O)CC(CO)(CO)C1[C@H](O)C[C@@]13CC4[C@@H](CC12)[C@@]4(C)C3` (some centres undefined) gave FBPA Giardia inh 3%.
Screening COc1ccc(/C=C/C(=O)OCCC(C)C)cc1 returned FBPA Giardia inh -1%.
For Cc1cnc(CNc2cc(-c3ccc4c(c3)OCO4)ncn2)cn1 the results were FBPA Giardia inh -8%.
Screening COc1ccccc1CNC(=O)c1cccc(-c2ccccc2OC)n1 returned FBPA Giardia inh 3%[89.2 µM].
COC(=O)NC(CC(C)=O)c1ccco1 (centres undefined) was read as FBPA Giardia inh -1%[12.9 µM].
Screening COc1ccc(-c2nc(-c3ccccc3)c(NC(C)(C)C)o2)cc1 returned FBPA Giardia inh 6%&5%.
For CC(C)[C@H](NC(=O)[C@H](CCC(=O)O)NC(=O)[C@H](Cc1ccccc1)NC(=O)[C@@H](C)NC(=O)[C@@H](N)Cc1ccc(O)cc1)C(=O)N[C@H](C(=O)NCC(N)=O)C(C)C the results were FBPA Giardia inh -1%.
O=C(O)[C@H]1O[C@@H](Oc2ccc3ccc(=O)oc3c2)[C@H](O)[C@@H](O)[C@@H]1O was read as FBPA Giardia inh 3%.
O=C(O)C1NCCN(C(=O)c2ccc3c(ccc4ccccc43)c2)C1C(=O)O (centres undefined) was read as FBPA Giardia inh -20%.
COCCn1c(=O)c(-c2cn(C)c3ccccc23)nc2cnc(Oc3ccccc3)nc21 was read as FBPA Giardia inh -7%.
`CCCCC/C=C\C/C=C\C/C=C\C/C=C\CCCC(=O)NCC(=O)O` gave FBPA Giardia inh 4%&14%&4%.
COC(=O)N[C@@H](c1ccc(Br)cc1)C(C(=O)OC)C(=O)OC was read as FBPA Giardia inh 2%.
Cn1c(=O)c(-c2ccccc2)nc2cnc(N3CCOCC3)nc21 was read as FBPA Giardia inh 8%.
`COCC(=O)N1CCC2(CCN(Cc3ccncc3)CC2)CC1` gave FBPA Giardia inh 1%.
Screening CCCOc1ccc2[nH]cc(C3=CCNCC3)c2n1 returned FBPA Giardia inh -20%.
For CSCC[C@H](NC(=O)[C@H](CC(C)C)NC(=O)CNC(=O)[C@H](Cc1ccc(O)cc1)NC(=O)[C@H](Cc1ccccc1)NC(=O)[C@H](CCCCN)NC(=O)[C@H](CC(N)=O)NC(=O)[C@@H]1CCCN1C(=O)[C@H](CC(=O)O)NC(=O)[C@H](C)NC(=O)[C@@H]1CCC(=O)N1)C(N)=O the results were FBPA Giardia inh 1%.
CCC(C(=O)O)C1CCC(C)C(C(C)C(O)C(C)C(=O)C(CC)C2OC3(C=CC(O)[C@@]4(CC[C@](C)(C5CC[C@@](O)(CC)C(C)O5)O4)O3)C(C)CC2C)O1 (some centres undefined) was read as FBPA Giardia inh 13%.
For COc1ccccc1CN1CC2(CCN(S(=O)(=O)c3ccccc3)CC2)C1 the results were FBPA Giardia inh 2%.
For CCCn1c(-c2ccc(F)cc2)nc2c(N(C)CCN(C)C)nc(C)nc21 the results were FBPA Giardia inh 3%.
c1ccc2c(NCCN3CCOCC3)nc(-c3ccoc3)nc2c1 was read as FBPA Giardia inh 0%.
Screening CC(=O)Nc1ccn(C2OC(C(COC(C)=O)NC(=O)C(CCCCNC(=O)OCc3ccccc3)NC(=O)OC(C)(C)C)C(OC(C)=O)C2OC(C)=O)c(=O)n1 (centres undefined) returned FBPA Giardia inh 3%.
For CCCCNc1nc(C)nc2c1nc(-c1ccccc1)n2CCN1CCCC1 the results were FBPA Giardia inh 3%.
CO[C@@H]1/C=C\CC(=O)N2CCC[C@@H]2C(=O)OC[C@@H](C)C(=O)OC[C@H]1C was read as FBPA Giardia inh -1%[12.9 µM].
COc1ccccc1N1CCN(CCN2C(=O)c3ccccc3C(C)(C)C2=O)CC1 was read as FBPA Giardia inh -3%.
Cc1noc(C)c1-c1ccc2ncnc(NCc3ccco3)c2c1 was read as FBPA Giardia inh 1%.
O=c1c(-c2ccc(F)cc2)nc2cnc(Nc3ccccc3)nc2n1C[C@H]1CCCO1 was read as FBPA Giardia inh 5%.
COc1ccccc1CCn1c(=O)c(-c2cccc(Cl)c2)nc2cncnc21 was read as FBPA Giardia inh -5%.
Screening CCOC(=O)OCC1OC(c2ccccc2)C=CC1OC(=O)OCC (centres undefined) returned FBPA Giardia inh 0%[12.9 µM].
COc1ccc(C(=O)N2CCC[C@@]3(CCN(Cc4nccs4)C3)C2)cc1 was read as FBPA Giardia inh 3%.

The last five compounds of the section above open the next one:
Cc1noc(C)c1-c1ccc2ncnc(NCc3ccco3)c2c1 was read as FBPA Giardia inh 1%.
O=c1c(-c2ccc(F)cc2)nc2cnc(Nc3ccccc3)nc2n1C[C@H]1CCCO1 was read as FBPA Giardia inh 5%.
COc1ccccc1CCn1c(=O)c(-c2cccc(Cl)c2)nc2cncnc21 was read as FBPA Giardia inh -5%.
Screening CCOC(=O)OCC1OC(c2ccccc2)C=CC1OC(=O)OCC (centres undefined) returned FBPA Giardia inh 0%[12.9 µM].
COc1ccc(C(=O)N2CCC[C@@]3(CCN(Cc4nccs4)C3)C2)cc1 was read as FBPA Giardia inh 3%.
Screening CS(=O)(=O)N1CCC2(CC1)CN(C(=O)Nc1cccc(C#N)c1)C2 returned FBPA Giardia inh 8%.
`CN(C)c1ccc(-c2nc(N3CCNCC3)c3ccccc3n2)cc1` gave FBPA Giardia inh -21%.
Screening C[C@@H]1C[C@H](OC(=O)[C@@H](O)c2ccccc2)CC(C)(C)N1C returned FBPA Giardia inh 2%[21.7 µM].
Screening O=c1c(-c2cccc(F)c2)nc2cncnc2n1Cc1ccc(F)cc1 returned FBPA Giardia inh -2%.
CN(C)c1ncc2nc(-c3cn(C)c4ccccc34)c(=O)n(C[C@H]3CCCO3)c2n1 was read as FBPA Giardia inh 2%.
Screening O=c1c(CCc2ccccc2)nc2cncnc2n1Cc1ccccc1 returned FBPA Giardia inh -2%.
For COc1ccc2c3c1OC1CC(O)C=C[C@@]31CCN(C)C2 (some centres undefined) the results were FBPA Giardia inh 5%.
Screening CN(C)CCN(C)CCc1ccc(Cl)c(Cl)c1 returned FBPA Giardia inh -2%.
`COc1ccc(Oc2ncc3nc(CCc4ccccc4)c(=O)n(C)c3n2)cc1` gave FBPA Giardia inh 2%.
Cc1nc(NCc2ccccc2)c2nc(-c3ccccc3)n(CCCN(C)C)c2n1 was read as FBPA Giardia inh 3%.
`C#C[C@]1(OC(C)=O)CC[C@H]2[C@@H]3CCC4=CC(=O)CC[C@@H]4[C@H]3CC[C@@]21C` gave FBPA Giardia inh 12%.
Screening CC(C)CO/N=C1/[C@H]2O[C@@H]2[C@@H](O)[C@H]2[C@H]1CCn1c(=O)n(Cc3cc4c(cc3Cl)OCO4)c(=O)n12 returned FBPA Giardia inh 3%[12.9 µM].
`COc1ccc(CNc2ccnc(-c3ccoc3)n2)c(OC)c1` gave FBPA Giardia inh -13%.
Screening COc1ccc(-c2c(C3C4C=CCC(C)C4C(=O)N3Cc3ccccc3)ccc3ccccc23)cc1OC (centres undefined) returned FBPA Giardia inh -5%.
`C[C@@H]1O[C@H](O[C@H]2C[C@@H](O)[C@@]3(CO)[C@H]4[C@@H](O)C[C@]5(C)[C@@H](C6=CC(=O)OC6)CC[C@]5(O)[C@H]4CC[C@]3(O)C2)[C@@H](O)[C@H](O)[C@@H]1O` gave FBPA Giardia inh 1%[21.7 µM].
`Cn1c(N)c(C(=O)COC(=O)c2cc(-c3ccccc3)nc3ccccc23)c(=O)n(C)c1=O` gave FBPA Giardia inh 3%.
